STAT3 inh – STAT3 signaling inhibition; U3A cells, IL-6 STAT3-luciferase reporter, luminescence; host cell line lacks STAT1; inhibition, % at 5.5 µM; 0.89% of 190,000 active; AID 862;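 active means inhibition above the mean inhibition across all screened compounds plus 3 SD, cut at about 44% in these data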;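 further: 0% = DMSO only wells and 100% = 100 µM nifuroxazide control wells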
bIAP activator – intestinal alkaline phosphatase (bovine) activation; purified bovine IAP, CDP-star luminescence, 30 min; stronger effect = higher value; fold of DMSO-control signal, blank-subtracted; activation factor at 20 µM; 0.17% of 200,000 active;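 active means activation factor of 2 or more at 20 µM, a signal rise over negative controls twice the positive control's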
TNAP act hiacc – increases human TNAP activity under high phosphate acceptor concentration; AID 1136; 200,000 tested, under 10 active; activation factor at 20 µM; purified TNAP, CDP-star luminescence, 1 M DEA, 30 min; stronger effect = higher value; 0 = EDTA background, 1 = DMSO-only activity; P05186;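 active means activation factor at least 2 at 20 µM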
Target sequence (P05186 whole entry, looked up): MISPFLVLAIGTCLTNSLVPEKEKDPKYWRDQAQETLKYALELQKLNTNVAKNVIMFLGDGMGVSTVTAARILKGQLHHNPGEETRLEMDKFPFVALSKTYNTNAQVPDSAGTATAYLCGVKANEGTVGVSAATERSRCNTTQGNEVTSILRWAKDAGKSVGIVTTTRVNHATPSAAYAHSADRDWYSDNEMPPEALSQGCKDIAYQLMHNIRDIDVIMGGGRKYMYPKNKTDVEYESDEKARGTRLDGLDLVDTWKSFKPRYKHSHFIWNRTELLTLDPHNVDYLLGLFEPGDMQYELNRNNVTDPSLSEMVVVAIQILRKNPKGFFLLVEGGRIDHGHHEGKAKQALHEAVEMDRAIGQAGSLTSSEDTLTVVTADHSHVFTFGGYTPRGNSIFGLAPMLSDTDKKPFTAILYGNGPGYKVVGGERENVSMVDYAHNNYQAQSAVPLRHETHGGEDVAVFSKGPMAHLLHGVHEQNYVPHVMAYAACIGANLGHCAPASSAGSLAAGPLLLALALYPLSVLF
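Dosing: 20 µM single point. System: human TNAP. Amount: TNAP 1/800 final. Incubation: 30 min, room temperature. Read-out: TNAP activation factor scaled between EDTA and DMSO control wells. Signal: luminescence from CDP-star hydrolysis. Medium: 1 M DEA, pH 9.8, Mg2+, Zn2+. Control set: EDTA negative control, DMSO positive control.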
ROMK primary – human ROMK K+ channel modulation, primary screen; AID 1918; B-score at 10 µM; P48048; 2% of 130,000 active; Tet-inducible ROMK, thallium flux fluorescence; actives lie on both sides;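 active means signal ratio slope over the read window, or its plate-corrected B-score, at least 3 SD from the plate mean, either direction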;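 further: B-score of the F/F0 ratio slope over 7 to 12 s after thallium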
PPARg SRC3 recr – PPARgamma-driven SRC-3 recruitment agonism | activation, % at 8 µM | biochemical PPARgamma/SRC-3 coactivator recruitment assay | AID 731 | 0.26% of 200,000 active | P37231; in the data active means activation above about 23%;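 further: 0% = DMSO and 100% = reference agonist; some compounds past the cut are filed as inactive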
Target sequence (P37231 whole entry, looked up): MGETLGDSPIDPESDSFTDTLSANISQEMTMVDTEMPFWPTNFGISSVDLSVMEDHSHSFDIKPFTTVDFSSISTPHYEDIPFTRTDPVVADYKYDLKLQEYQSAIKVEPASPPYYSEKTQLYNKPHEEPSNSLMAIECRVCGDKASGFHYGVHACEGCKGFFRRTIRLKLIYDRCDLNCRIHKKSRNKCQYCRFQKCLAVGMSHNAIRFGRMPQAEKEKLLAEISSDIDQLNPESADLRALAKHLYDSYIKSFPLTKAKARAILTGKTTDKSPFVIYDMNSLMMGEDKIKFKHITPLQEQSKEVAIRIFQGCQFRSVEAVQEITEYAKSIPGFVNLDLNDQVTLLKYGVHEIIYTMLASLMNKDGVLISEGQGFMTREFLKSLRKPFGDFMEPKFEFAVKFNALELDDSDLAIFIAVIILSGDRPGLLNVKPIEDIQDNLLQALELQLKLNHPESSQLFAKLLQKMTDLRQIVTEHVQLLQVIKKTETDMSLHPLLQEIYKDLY
bIAP inhibitor – blocks bovine intestinal alkaline phosphatase activity. purified bovine IAP, CDP-star luminescence, 30 min. inhibition, % at 20 µM. 190,000 tested, under 10 active;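 active means over 50% inhibition of intestinal alkaline phosphatase at 20 µM in the single-dose screen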
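System: Purified bovine intestinal alkaline phosphatase (IAP) enzyme | Input: IAP diluted 1/65,000,000 in the well | Also added: CDP-star chemiluminescent phosphatase substrate, 30 µM final | Dosing: 20 µM single dose | Times: Enzyme reaction for 30 min at room temperature | Detection: Luminescence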
STAT3 act – activators of IL-6 induced STAT3 signaling; U3A cells, IL-6 STAT3-luciferase reporter, luminescence; 100% = signal with IL-6 EC80 alone; activation (% of control), % at 5.6 µM; 0.91% of 190,000 active;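 active means activation above the screen-wide mean of compound activation plus 3 SD, cut at about 130% in these data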;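 further: 0% = background luminescence of wells with medium and substrate only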
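System – human U3A cells carrying STAT3-luciferase construct · Probe or stimulus – Interleukin-6, 33 ng/mL · Schedule – compound 1 h, then IL-6 6 h at 37 °C · Signal – luminescence from STAT3-driven luciferase reporter · Evaluation – percent of IL-6-only median luminescence · Benchmarks – IL-6-only high control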
STAT1 inh – reduces IFN-gamma driven STAT1 reporter signal; 0.35% of 200,000 active; AID 920; NIH 3T3 STAT1-luciferase reporter, luminescence; inhibition, % at 5.5 µM;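 active means inhibition above a set limit, the mean inhibition across all tested compounds plus 3 SD, cut at about 34% in these data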;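 further: 0% = IFN-gamma with DMSO and 100% = IFN-gamma with 300 µM nifuroxazide; values of inactives mirror those of a sister screen read the other way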
TR-FRET SRC-2 ct – TR-FRET artefact, counter-screen to PPARgamma/SRC-2 agonist assay | stronger effect = higher value | 0.4% of 200,000 active | TR-FRET ratio at 8 µM; in the data active means TR-FRET ratio above about 2000; further: inactives centre near 1500
PPARg SRC1 recr – agonists of human PPARgamma SRC-1 coactivator recruitment | AID 631 | activation, % at 8 µM | PPARgamma-SRC-1 coactivator recruitment biochemical assay | P37231 | 0.41% of 200,000 active; in the data active means activation above about 19%;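 further: 0% = DMSO and 100% = reference agonist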
PPARg SRC2 recr – promotes SRC-2 coactivator recruitment by human PPARgamma | activation, % at 8 µM | 0.34% of 200,000 active | PPARgamma LBD-SRC-2 recruitment, biochemical | P37231; in the data active means activation above about 22%;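 further: 0% = vehicle and 100% = reference agonist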
Starred values were filed as active, the others as inactive; nt = not tested or not shown.

Every second line gives: STAT3 inh, bIAP activator, TNAP act hiacc, ROMK primary, PPARg SRC3 recr, bIAP inhibitor, STAT3 act, STAT1 inh, TR-FRET SRC-2 ct, PPARg SRC1 recr, PPARg SRC2 recr
- COc1ccc(C(C)(C)C)cc1NC(=O)C1C2C=CC(C2)C1C(=O)O (centres undefined)
→ 1, 0.9, 1, -0.56, 6, 12, 102, 0, 1621, 9, -1
- COc1cc(C(=O)Nc2ccc(Oc3ncnc4sc(-c5ccccc5)cc34)cc2)cc(OC)c1OC
→ 16, 1.1, 1, nt, 1, -6, 87, -6, 1439, -1, 2
- COc1ccc(-c2nc3cnccn3c2NC(C)(C)CC(C)(C)C)cc1O
→ 1, 1.2, 1.1, -0.23, 6, -23, 103, -2, 1817, 2, 7
- O=C(CCS(=O)(=O)c1ccccc1)Nc1nc2c(s1)CCCC2
→ 6, 1, 1, nt, 3, 1, 102, -5, 1492, -2, 2
- O=S(=O)(NCC1CCCO1)c1ccc2oc3ccc(S(=O)(=O)NCC4CCCO4)cc3c2c1 (centres undefined)
→ 6, 1, 1.1, 0.017, 13, -2, 98, 6, 1519, -2, 7
- CC1CCN(C(=O)CSc2nnc(-c3ccc(S(=O)(=O)N4CCOCC4)cc3)n2C)CC1
→ 2, 1, 1, nt, 4, 3, 103, 7, 1650, 3, 6
- Cc1cccc(CCNC(=O)CCc2c(C)nc3ncnn3c2C)c1
→ 4, 1.1, 1, nt, -7, -7, 100, 0, 1471, -7, -4
- O=C(COC(=O)c1ccccc1NS(=O)(=O)c1cc([N+](=O)[O-])ccc1Cl)c1ccccc1
→ 9, 1, 1, -0.82, 3, 0, 101, -3, 1415, 12, 0
- Cc1ccc(/C=C/C(=O)N2CCc3ccccc32)o1
→ 13, 0.9, 1, nt, -3, 7, 91, -92, 1373, 9, 5
- CCOc1ccc(-n2cc(C(=O)Nc3cccc(Cl)c3)c3cc(OC)c(OC)cc3c2=O)cc1
→ 12, 1.3, 1, -0.35, -7, -27, 94, 4, 1560, 1, 3
- CCOC(=O)N1CCC(NC(=O)C2CCN(S(=O)(=O)c3cccc4cccnc34)CC2)CC1
→ 3, 1, 1, nt, -1, 1, 97, 3, 1579, 0, 12
- O=C(CCCCCN1C(=O)c2cccc3cccc(c23)C1=O)N1CCOCC1
→ 18, 0.7, 1, 0.78, 3, 32, 83, 1, 1751, 8, 5
- O=C(NC12CC3CC(CC(C3)C1)C2)N1CCN(c2ncccn2)CC1
→ -3, 1.1, 1.1, -1.2, 5, -11, 109, -3, 1378, -2, 3
- CCCNC(=O)CCNC(=O)c1ccc(C(C)(C)C)cc1
→ -15, 1, 1, -0.11, -3, 0, 116, -1, 1668, -6, -16
- CC1=Nc2cccc3cccc(c23)N1C
→ 4, 1, 1, 0.19, 2, 1, 95, 3, 1407, 7, -2
- CCCOc1ccc(C2C(=O)N(C3CCCCC3)CC(=O)N2CCC)cc1OC (centres undefined)
→ 3, 1, 1, nt, 6, 2, 102, -3, 1634, 1, 1
- CCCCS(=O)CC(CS(=O)CCCC)OC(=O)c1ccc(C)cc1 (centres undefined)
→ 10, 1, 1, nt, -5, 0, 91, -15, 1649, -3, 3
- c1ccc(CSc2ncn(-c3ccccc3)n2)cc1
→ 6, 0.4, 1, nt, 7, nt, 103, -48, 1441, 0, -2
- COc1cc(C(=O)Nc2ccc(S(=O)(=O)NC(C)(C)C)cc2)cc(OC)c1OC
→ 8, 0.9, 1, 1.7, 3, 5, 94, 7, 1524, 6, -3
- FC(F)Oc1ccc(NC(=S)N2CCc3ccccc32)cc1
→ -27, 1, 1, nt, -1, -3, 124, -7, 1517, -2, -2
- Clc1ccc(SCc2cc(-c3ccc(Cl)cc3)on2)cc1
→ 19, 0.6, 1, nt, 8, 38, 89, 5, 1627, 0, 12
- O=C(COc1nncc2ccccc12)NCC(F)(F)F
→ 10, 0.9, 1.1, 0.078, 7, 12, 93, 4, 1553, -3, 5
- COc1ccccc1OCc1nc(C#N)c(NCc2ccco2)o1
→ -4, 1, 1, 1.1, 0, 3, 106, 3, 1652, 13, 8
- COc1ccc(O[C@H]2C=C[C@@H](c3ccccc3)O[C@@H]2CO/N=C(\C)CCN2CCCCc3nc(C)c(C)cc32)cc1
→ 8, 1.1, 1.1, -1.1, -2, -6, 91, 8, 1285, -2, 6
- COC(=O)c1cccnc1SCc1ccccc1
→ 17, 0.6, 1, -0.23, 9, 42, 88, -1, 1462, 2, 8
- CCN1CCN(C(=O)CN(C)S(=O)(=O)c2ccc(OC)c(C)c2)CC1
→ 0, 1, 1, -0.55, -8, -4, 106, -3, 1449, -1, 6
- C=CCn1c(=S)[nH]c2sc3c(c2c1=O)CCC3
→ -2, 1, 1, 3.2*, 23, 0, 105, 5, 1479, 4, 9
- O=C(CCCNc1ccccc1)N/N=C/c1cccs1
→ -7, 1.1, 1, -0.33, 7, -7, 107, -18, 1681, 4, 2
- O=C(NCc1cccnc1)c1cccnc1-c1nc2ccccc2s1
→ -1, 1, 1, 0.55, 11, 0, 101, 4, 1451, 7, 10
- O=C(Nc1ccccc1)c1ccccc1NS(=O)(=O)c1ccc(Cl)s1
→ 30, 1.1, 1, nt, 19, -6, 78, 13, 1767, 0, 8

Six entries drawn at random from those above, as already listed:
Every second line gives: STAT3 inh, bIAP activator, TNAP act hiacc, ROMK primary, PPARg SRC3 recr, bIAP inhibitor, STAT3 act, STAT1 inh, TR-FRET SRC-2 ct, PPARg SRC1 recr, PPARg SRC2 recr
- COc1cc(C(=O)Nc2ccc(S(=O)(=O)NC(C)(C)C)cc2)cc(OC)c1OC
→ 8, 0.9, 1, 1.7, 3, 5, 94, 7, 1524, 6, -3
- COC(=O)c1cccnc1SCc1ccccc1
→ 17, 0.6, 1, -0.23, 9, 42, 88, -1, 1462, 2, 8
- O=S(=O)(NCC1CCCO1)c1ccc2oc3ccc(S(=O)(=O)NCC4CCCO4)cc3c2c1 (centres undefined)
→ 6, 1, 1.1, 0.017, 13, -2, 98, 6, 1519, -2, 7
- COc1ccccc1OCc1nc(C#N)c(NCc2ccco2)o1
→ -4, 1, 1, 1.1, 0, 3, 106, 3, 1652, 13, 8
- CCOc1ccc(-n2cc(C(=O)Nc3cccc(Cl)c3)c3cc(OC)c(OC)cc3c2=O)cc1
→ 12, 1.3, 1, -0.35, -7, -27, 94, 4, 1560, 1, 3
- CCOC(=O)N1CCC(NC(=O)C2CCN(S(=O)(=O)c3cccc4cccnc34)CC2)CC1
→ 3, 1, 1, nt, -1, 1, 97, 3, 1579, 0, 12

(next part)
Every second line gives: STAT3 inh, bIAP activator, TNAP act hiacc, ROMK primary, PPARg SRC3 recr, bIAP inhibitor, STAT3 act, STAT1 inh, TR-FRET SRC-2 ct, PPARg SRC1 recr, PPARg SRC2 recr
- O=C(Nc1ccc(Cl)cc1)OCCn1nnnc1C(c1ccccc1Cl)N1CCOCC1 (centres undefined)
→ -5, 1, 1.1, nt, 2, -2, 108, -4, 1475, 5, -2
- CCC(=O)c1ccc(-c2ccccc2)cc1
→ 1, 0.9, 1, nt, -6, 6, 95, -1, 1582, -2, -8
- CC1(C)CC(=O)C2=C(C1)N(c1ccc(Cl)cc1)C(=O)C2(O)C(F)(F)F (centres undefined)
→ -5, 1, 1.1, 0.0066, -2, 3, 107, 0, 1431, -5, -8
- C=CCn1c(SCc2c(F)cccc2Cl)nnc1-c1ccco1
→ 14, 0.9, 1, -2.3, 4, 6, 96, 2, 1565, 3, 1
- CCCCOC(=O)C1CN(c2ccccc2)N=C1C(C)=O (centres undefined)
→ -1, 1, 1.1, -0.56, 5, 4, 105, 7, 1395, -1, 5
- Cc1noc(C)c1COc1ccc(C(=O)OCC(=O)NC2CCCCC2C)cc1 (centres undefined)
→ 25, 1, 1, nt, 13, 5, 82, 4, 1523, 10, -1
- CC(C)N(C)CCOC(=O)/C=C/c1ccccc1
→ -13, 1.2, 1, 0.2, -5, -16, 108, 4, 1590, 11, 7
- COc1ccc(/C=C(/NC(=O)c2ccc(OC)c(OC)c2)C(=O)NCCc2c[nH]c3ccccc23)cc1
→ -8, 1, 1, nt, 7, 2, 109, 10, 1632, 4, 5
- COC(=O)CSc1cc(SCC(=O)OC)c(C#N)c(SCC(=O)OC)c1
→ -1, 1, 1.1, nt, -4, 4, 106, -4, 1447, 7, 9
- NC(=O)c1cc2ccccc2o/c1=N\NC(=O)c1ccncc1
→ 1, 1, 1, -0.79, 6, 1, 104, -10, 1724, 10, 11
- Cc1occc1-c1nnc(SCC(=O)Nc2nccs2)n1Cc1ccco1
→ 8, 1, 1, -0.55, 8, 5, 95, 17, 1672, 7, 6
- COc1cc2c(cc1NC(=O)c1ccc(C)c([N+](=O)[O-])c1)oc1ccccc12
→ -6, 1, 1, 0.97, -1, 2, 107, 4, 1516, 2, -2
- CC1=C(/C=N/Nc2ccc([N+](=O)[O-])cc2[N+](=O)[O-])C(C)(C)CCC1
→ -7, 0.4, 0.9, -0.41, 8, nt, 104, -2, 1651, -2, 4
- COc1ccc(CCNC(=O)Cn2nnc(-c3ccc(OC)c(OC)c3)n2)cc1OC
→ 4, 1, 1, -0.4, 0, -3, 99, 0, 1518, -2, -3
- Oc1ccc(Nc2nc(-c3ccc(O)cc3)cs2)cc1
→ 34, 1, 1, nt, 11, 3, 74, 3, 1688, 8, 9
- COc1cc(C(=O)OCC(=O)NCc2ccco2)cc(OC)c1OC
→ -1, 1, 1.1, nt, 6, 1, 110, 4, 1532, 2, 2
- COc1ccc(C(=O)Nc2cc(Cl)cc(Cl)c2)c(OC)n1
→ 9, 0.9, 1, nt, -2, 8, 96, -8, 1695, 10, 9
- COc1ccccc1C(=O)Nc1ccc(S(=O)(=O)N2CCCC2)cc1
→ 22, 0.9, 1, nt, -6, 6, 84, 0, 1410, 6, 8
- C=CCn1c(SC(C)C(=O)NCc2ccc3c(c2)OCO3)nc2scc(-c3ccccc3)c2c1=O (centres undefined)
→ 3, 1.1, 1, nt, 6, -7, 100, 2, 1665, 10, 11
- CC1Cc2ccccc2N1S(=O)(=O)c1ccc2c(c1)n(C)c(=O)c(=O)n2C (centres undefined)
→ 8, 1, 1, nt, 1, 5, 98, -5, 1572, 10, 8
- CN(C)S(=O)(=O)Nc1ccc(Oc2ccccc2)cc1
→ -3, 0.8, 1.1, nt, -2, 17, 106, -4, 1565, 6, -2
- Cc1cc(C)n(/N=C/c2ccc(C(C)C)cc2)c(=O)c1C#N
→ 15, 1, 1, 0.64, -3, 4, 88, -6, 1380, -3, -4
- CCOc1ccc(N2CC(C(=O)Nc3c(C)n(C)n(-c4ccccc4)c3=O)CC2=O)cc1 (centres undefined)
→ -2, 1, 1, 0.094, 5, -1, 102, 7, 1513, 0, 3
- COc1ccc(Cl)cc1NC(=O)CN(C)CC(=O)NC(C)c1ccccc1 (centres undefined)
→ 4, 1.2, 1, 1.3, 1, -18, 103, 2, 1650, 8, 0
- N#CCc1c(C#N)c(N)nc(N2CCCC(O)C2)c1C#N (centres undefined)
→ 10, 1.1, 1, 0.22, 4, -14, 99, 0, 1566, 14, 3

From PubChem
